Assay outcomes deposited in PubChem BioAssay by several laboratories.
KLK5 inh: kallikrein 5 (human) inhibition. Q9Y337. recombinant hK5, fluorogenic AMC substrate cleavage. inhibition, % at 5 µM. 0.59% of 210,000 active;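 active means inhibition of 40% or more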;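 further: 0% = enzyme controls without compound and 100% = no-enzyme blanks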
Target sequence (Q9Y337 67-293 limits assumed): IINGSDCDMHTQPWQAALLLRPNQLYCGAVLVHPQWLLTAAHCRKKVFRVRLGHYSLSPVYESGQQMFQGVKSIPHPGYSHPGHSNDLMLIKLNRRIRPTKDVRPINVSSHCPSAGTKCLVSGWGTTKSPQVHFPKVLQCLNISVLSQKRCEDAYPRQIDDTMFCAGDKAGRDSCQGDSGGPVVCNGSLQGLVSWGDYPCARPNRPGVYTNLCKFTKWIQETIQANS
Cl transport mod: modulates chloride dependent transport by human KCC2; B-score of Tl+ flux slope (higher = more flux/activation; lower = inhibition) at 10 µM; 2.2% of 190,000 active; KCC2 cells, thallium flux FluoZin-2 fluorescence;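 active means thallium flux slope and its plate-corrected score both differing from the plate sample mean at a set confidence after two filtering rounds, in either direction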;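 further: slope of fluorescence scaled to starting intensity during 10 to 20 s after thallium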
FXIIa inh 1536: inhibitors of human coagulation factor XIIa; inhibition, % at 5 µM; 0.3% of 220,000 active; purified FXIIa, Boc-QGR-AMC fluorogenic substrate, 2 h; AID 800; P00748; in the data active means inhibition above about 40%;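 further: 0% = enzyme with no compound and 100% = blank without enzyme; many of its hits are not listed in these tables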
FXIa inh: inhibitors of human coagulation factor XIa | P03951 | inhibition, % at 5 µM | 0.14% of 220,000 active | purified FXIa, Boc-Glu-Ala-Arg-AMC fluorogenic substrate;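 active means inhibition of at least 40%; inactive means inhibition below 40%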;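 further: fluorescence of freed AMC excited at 355 nm; 0% = enzyme without compound and 100% = no enzyme blank; many of its hits are not listed in these tables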
Furin inhibitor: human furin inhibition | inhibition, % at 30 µM | 0.061% of 220,000 active | P09958 | purified furin, fluorogenic substrate cleavage; in the data active means inhibition above about 25%; further: inactives centre near -15
Target sequence (P09958 108-714 limits assumed): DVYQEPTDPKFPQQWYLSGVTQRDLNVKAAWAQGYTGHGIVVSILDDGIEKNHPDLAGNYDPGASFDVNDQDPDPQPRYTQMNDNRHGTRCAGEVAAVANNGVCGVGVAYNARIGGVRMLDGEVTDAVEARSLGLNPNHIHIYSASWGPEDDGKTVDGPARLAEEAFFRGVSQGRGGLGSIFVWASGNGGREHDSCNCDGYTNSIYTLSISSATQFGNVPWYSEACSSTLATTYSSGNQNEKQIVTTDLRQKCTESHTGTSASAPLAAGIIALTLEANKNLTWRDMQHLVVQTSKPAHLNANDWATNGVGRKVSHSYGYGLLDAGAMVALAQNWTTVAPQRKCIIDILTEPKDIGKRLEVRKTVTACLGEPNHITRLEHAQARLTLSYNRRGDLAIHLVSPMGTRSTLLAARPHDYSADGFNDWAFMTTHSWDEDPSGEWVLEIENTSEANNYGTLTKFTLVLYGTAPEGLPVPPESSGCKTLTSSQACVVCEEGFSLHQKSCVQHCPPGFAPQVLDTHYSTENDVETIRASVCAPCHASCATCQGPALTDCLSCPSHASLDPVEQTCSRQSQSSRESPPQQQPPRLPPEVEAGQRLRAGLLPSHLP
p97 inhibitor: human p97 ATPase inhibition. inhibition, % at 8 µM. 0.42% of 220,000 active. recombinant p97 ATPase, Kinase-Glo ATP luminescence, 3 h; in the data active means inhibition above about 15%;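 further: 0% = DMSO vehicle and 100% = wells lacking enzyme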
Thrombin inh: thrombin (human) inhibition; P00734; alpha-thrombin, Boc-VPR-AMC fluorogenic substrate cleavage; inhibition, % at 5 µM; 0.26% of 220,000 active; AID 1046;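 active means inhibition at or above 40%; inactive means inhibition below 40%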;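 further: 0% = enzyme with no compound and 100% = wells without enzyme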
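System: human alpha-thrombin protein; Compound dosing: one concentration per compound, 5 µM, with 0.2% DMSO; Timing: reaction at room temperature; Technique: AMC fluorescence, 355/460 nm; Controls: enzyme without compound as high, wells lacking enzyme as low.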
PERK inh: inhibitors of human PERK kinase; inhibition, % at 5.6 µM; CHO PERK-DD fusion, SEAP luminescence translation reporter; 0.17% of 220,000 active; AID 1416; Q9NZJ5;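 active means inhibition above the mean inhibition of all tested compounds plus 3 SD, set separately per screening campaign, cut at about 2.9% in these data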;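 further: PERK kinase domain activated by AP20187 dimerizer at 100 nM; 0% = DMSO with dimerizer and 100% = rapamycin at 8.4 µM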
Wee1 degr inh: blocks degradation of human Wee1 kinase. AID 1321. 1.2% of 220,000 active. reporter increase, % at 5 µM. HeLa Luc-Wee1K328M stability, luciferase luminescence; 100% = proteasome inhibitor MG132 effect;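 active means activation above the mean of all tested compounds plus 3 SD, set per screening run, cut at about 8.8% in these data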;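 further: cells exposed to compound for 20 h before luminescence read; 0% = DMSO alone and 100% = MG132 at 30 µM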
Active calls of the source: *; . = no result given; [ ] = dose if it differs, or a comment.

SMILES | KLK5 inh | Cl transport mod | FXIIa inh 1536 | FXIa inh | Furin inhibitor | p97 inhibitor | Thrombin inh | PERK inh | Wee1 degr inh
CCOC(=O)c1cnc(-n2nc(C)cc2C)[nH]c1=O | 0 | 0.16 | 6 | 1 | -21 | 6 | 0 | -0.8 | 2
Cc1csc(NC(=O)C2C3C=CC(C3)C2C(=O)O)n1 (stereo unspecified) | -13 | 1.2 | -13 | 2 | -17[20 µM] | 5 | -5 | 0.2 | 1
CCc1nnc(NC(=O)Nc2ccc(OC)cc2)s1 | 0 | . | 5 | 2 | -2[20 µM] | 1 | -5 | 2.2 | 0
COc1ccc(OC)c(/C=N/NC(=O)c2cc[n+](Cc3ccccc3)cc2)c1 | -13 | -0.88 | 16 | 6 | -9 | 2 | -4 | 0.7 | -2
O=C(COC(=O)CN=C1NS(=O)(=O)c2ccccc21)Nc1ccccc1OC(F)F | -3 | -0.5 | 4 | -2 | -11 | 6 | -3 | 0.2 | -3
Cc1onc(-c2c(Cl)cccc2Cl)c1C(=O)c1c[nH]c(C(=O)NCCCN2CCOCC2)c1 | -19 | -0.013 | -6 | -5 | 1 | -5 | 3 | 0.1 | 0
COc1ccc(OC)c(S(=O)(=O)N(C)CC(=O)Nc2ccc3c(c2)OCCO3)c1 | -19 | -1.6 | 11 | -9 | -14[20 µM] | 2 | 4 | -0.5 | -1
COc1ccc2c(c1)c(CC(=O)Nc1cccc(S(N)(=O)=O)c1)c(C)n2C(=O)c1ccc(Cl)cc1 | 1 | 0.23 | 10 | -2 | -27 | 10 | 1 | 0.5 | 1
COC(=O)Cc1[nH]n(-c2nc3ccccc3s2)c(=O)c1C(C)=O | -15 | -0.73 | 9 | 2 | -17[20 µM] | -11 | -5 | 0.0 | 0
CCn1c(/C=N/n2cnnc2)nc2ccccc21 | 11 | . | 10 | -1 | -16 | 4 | -2 | 1.1 | 4
Cc1ccc(CC(=O)NCC(C)C)cc1 | -8 | -0.46 | 16 | 18 | -26[20 µM] | 3 | 1 | 1.3 | 2
CN(Cc1ccsc1)C(=O)CCc1nnc(Cc2c[nH]c3ccccc23)o1 | 2 | -0.94 | 8 | 1 | -31 | 3 | -2 | 1.6 | 3
O=C(CNC(=O)c1ccco1)OCC(=O)c1ccc(Cl)cc1 | -5 | 1.5 | 5 | -8 | -17 | -3 | -14 | -0.1 | -4
COc1ccc(-c2ccc(Nc3ccc(S(=O)(=O)N4CCCC4)cc3)nn2)cc1OC | -13 | -0.38 | 12 | 6 | -25[20 µM] | 0 | 4 | -1.2 | 0
O=C(Cc1ccccc1)c1c[nH]c(C(=O)O)c1 | -4 | 0.15 | 6 | 4 | -9 | -4 | -6 | 0.0 | -2
C[C@@H](C(=O)NCCc1c[nH]c2ccccc12)[C@H]1C[C@]1(C)[C@H](NC(=O)OCc1ccccc1)c1ccccc1 | -7 | -0.029 | 20 | 7 | -7 | 2 | 4 | -0.8 | 1
Brc1ccc(-c2cnc(-c3cccs3)o2)cc1 | 0 | -0.22 | -19 | -10 | -16 | -3 | -5 | 1.1 | 1
Cc1ccc(Cn2nc(C)c(NC(=O)CSc3nc4c(c(C(F)(F)F)n3)CCc3ccccc3-4)c2C)cc1 | -2 | -0.13 | 7 | 3 | -14 | 0 | -2 | 0.6 | 2
O=C(NC(=S)NCC1CCCO1)c1ccco1 (stereo unspecified) | -1 | 1.8 | 3 | -1 | -16 | 6 | -8 | 0.1 | 1
COc1ccc(C2CC(c3c(Cl)cccc3Cl)n3nc(N)nc3N2)cc1 (stereo unspecified) | -1 | 0.58 | 12 | 1 | -26 | 2 | -2 | 0.2 | -1
OC(CN1CCN(c2ccccc2)CC1)c1c[nH]c2ccccc12 (stereo unspecified) | -18 | 0.19 | 11 | 0 | -20 | -1 | 0 | -0.1 | 1
CCOc1ccc2nc(SCC(=O)N3c4ccccc4Sc4ccccc43)c(C#N)cc2c1 | -8 | 0.34 | 12 | 6 | -17 | 6 | -11 | 0.3 | -2
CCOc1ccc2nc(SCC(=O)N(C)C3CCS(=O)(=O)C3)[nH]c2c1 (stereo unspecified) | -4 | . | 6 | 0 | -18 | 0 | 3 | 0.2 | 2
CCOC(=O)C1(Cc2ccc(OC)cc2)CCN(C(=O)c2cc3ccccc3[nH]2)CC1 | -2 | 0.5 | 3 | -4 | -17 | -1 | -9 | -0.2 | -3
COc1ccc(-c2nn(CCC#N)cc2C=C(C#N)C#N)cc1 | 3 | 0.39 | 7 | 1 | -13 | 7 | -1 | 0.8 | 1
Further records follow:
SMILES | KLK5 inh | Cl transport mod | FXIIa inh 1536 | FXIa inh | Furin inhibitor | p97 inhibitor | Thrombin inh | PERK inh | Wee1 degr inh
CN1CCN(C(=O)c2ccc(CSc3nc4ccncc4n3Cc3ccc(F)cc3)cc2)CC1 | -9 | -0.06 | 15 | 8 | -8 | 16* | -1 | 0.3 | 0
Cc1cc(=O)oc2cc(OCC(=O)OCC(=O)NC(=O)NC(C)C)ccc12 | -2 | 0.081 | 8 | -1 | -27 | -3 | -5 | -0.2 | 0
Cc1ccc(NC(=O)c2ccc(NCCN)c([N+](=O)[O-])c2)cc1Cl | -16 | -1.1 | -3 | -1 | 8 | -1 | -7 | 0.7 | 8
CCOC(=O)COc1ccc2nsnc2c1Cl | 102* | . | -8 | -5 | -19 | -1 | 4 | -0.3 | 1
CCCCN(C(=O)c1cccc(S(=O)(=O)N2CCOCC2)c1)c1c(N)n(CCC)c(=O)[nH]c1=O | 4 | 0.72 | 8 | -2 | -20 | 5 | -1 | 1.1 | 1
CCOC(=O)Cc1csc(NC(=O)c2ccc(C)cc2)n1 | -14 | -0.074 | -5 | -8 | -9 | 1 | -4 | 0.7 | 0
CNC(=O)NC(=S)NC(=O)c1ccccc1Cl | -5 | 0.57 | 12 | 3 | -28 | 6 | -6 | 0.8 | 2
CC(C)(C)c1nn(-c2ccccc2)c2[nH]c(=O)c(CNc3ccc4c(c3)OCCO4)cc12 | -21 | 0.57 | -2 | -8 | -11[20 µM] | 2 | -2 | -0.1 | -2
NNC(=O)c1cccc(S(=O)(=O)Nc2cc(Cl)ccc2Cl)c1 | 0 | . | 1 | -5 | -10 | -7 | -3 | 0.1 | 9
O=C(NC(=S)N1CCCc2ccccc21)c1ccc(Br)cc1 | -4 | 72* | 15 | 8 | -14 | 8 | -6 | 0.5 | 0
CC1CCCC(C)N1CCNC(=O)C1CCN(S(=O)(=O)N2CCCCC2)CC1 (stereo unspecified) | 0 | 0.85 | -8 | -7 | 1[20 µM] | 13 | -7 | -0.4 | 0
O=C(COc1ccc(Cl)cc1Br)NNC(=O)C(=O)N1CCCCC1 | -2 | . | -1 | -6 | -20[20 µM] | 2 | -4 | 0.4 | 1
Cc1ccc(Cn2nc(-c3ccccc3)nc2-c2ccccc2)cc1 | 2 | 0.53 | 5 | 2 | -14[20 µM] | -5 | -1 | 1.4 | 1
CCN(Cc1ccccc1)C(=O)Cn1c(=O)n(CC(=O)NCc2ccco2)c(=O)c2sccc21 | -13 | 0.46 | 13 | 2 | -8 | -2 | -2 | 0.0 | -1
c1ccc(-n2nnc3cnccc32)cc1 | -15 | 0.015 | -3 | 0 | -10 | 6 | 1 | 0.5 | 5
CCc1c(C)nc2ncnn2c1N1CCCC(C(=O)NCCc2ccc(OC)cc2)C1 (stereo unspecified) | 8 | -0.84 | 16 | -12 | -15 | -3 | -1 | -1.3 | -1
CC(=O)C1=C(O)C(=O)N(CCO)C1c1ccccc1 (stereo unspecified) | -3 | . | 3 | -5 | -18 | 3 | -3 | 0.9 | -5
O=C(O)c1cnn(-c2nc(-c3ccc(F)cc3)cs2)c1C(F)(F)F | -10 | -2.7 | 3 | -6 | -16 | 6 | -6 | 0.8 | 4
CC1CCCN(C(=O)C2c3ccccc3C(=O)N3CCc4ccccc4C23)C1 (stereo unspecified) | -4 | -0.96 | -1 | -2 | -17 | -6 | -8 | -1.2 | -2
Brc1c(-c2ccccc2)nc2n1Cc1ccccc1-2 | -1 | 0.0024 | 3 | -1 | -16 | -3 | -11 | 0.3 | 1
CC(NC(=O)C1(C)CC1(Br)Br)C(C)(C)C (stereo unspecified) | -19 | 0.3 | 4 | 23 | -14[20 µM] | -3 | 2 | 1.3 | -1
COc1cc(C(=O)NCCCn2ccnc2)cc(OC)c1OC | 1 | . | 19 | 4 | -9 | 7 | -7 | 1.8 | 3
N#CC1(c2c(O)nc3n(c2=O)CCCS3)CCCCC1 | -24 | -0.21 | 12 | -6 | -24 | 3 | -18 | 1.3 | -2
CC(C)COC(=O)Nc1nnc(Cc2ccccc2)s1 | 6 | -1.4 | 7 | -3 | -4 | -6 | -8 | -0.6 | 0
O=C(O)COCC(=O)Nc1ccc2c(c1)CCC2 | 8 | 2.1 | 7 | -2 | -22 | 0 | -3 | -0.4 | 1
Continued:
SMILES | KLK5 inh | Cl transport mod | FXIIa inh 1536 | FXIa inh | Furin inhibitor | p97 inhibitor | Thrombin inh | PERK inh | Wee1 degr inh
Nn1c(SCC(=O)Nc2ccc(F)cc2)nnc1C1CCCCC1 | -7 | 1.3 | 6 | 0 | -18 | -4 | 2 | -0.5 | 2
Cc1ccc2nc(C)c(C(=O)N/N=C/c3ccc(N4CCOCC4)cc3)cc2c1 | -10 | -0.98 | 13 | 7 | -9 | -4 | -6 | 0.1 | 3
O=[N+]([O-])c1cccc(C=Nc2cc3c(cc2Br)OCCO3)c1 | 51* | 1.5 | -6 | 8 | -20 | -11 | 12 | 0.1 | -4
Cc1ccc(OCC(=O)O)c(-n2nc3ccccc3n2)c1 | 2 | 0.65 | 14 | 3 | -25 | 0 | -1 | 1.3 | 3
O=C(CCCn1c(=O)[nH]c2ccccc2c1=O)NCCSCc1ccccc1 | 0 | 0.43 | 3 | -3 | -5 | -7 | -3 | -0.6 | 0
CCC(C)NC(=O)C1CCN(S(=O)(=O)N2CCOCC2)CC1 (stereo unspecified) | -4 | 0.25 | 11 | 0 | -23 | 8 | -7 | 0.8 | -1
NC(=O)c1ccc(N2CCCCC2)c(N2C(=O)C3CC=CCC3C2=O)c1 (stereo unspecified) | 1 | 0.0047 | 2 | -5 | -16[20 µM] | 1 | -5 | 0.1 | 8
COc1ccc(N2CCN(C(CNS(=O)(=O)c3ccc4c(c3)OCCO4)c3ccco3)CC2)cc1 (stereo unspecified) | -5 | 0.028 | 12 | 1 | -7 | 5 | -16 | 0.6 | -2
CCOC(=O)CN1C(=O)N[C@@H](c2ccc(Br)cc2)C(C(=O)OC)=C1C | 2 | 0.075 | 7 | 2 | -25 | . | 4 | . | .
O=[N+]([O-])c1ccc(Nc2nc(Cl)nc(NCCO)n2)cc1 | 3 | 0.59 | . | 2 | -16 | 5 | -5 | -0.7 | 1
Cc1ccccc1-n1nnnc1SCc1ncc(-c2ccccc2)o1 | -11 | -3.4* | 13 | 1 | -17 | -10 | 3 | -0.7 | -1

Pulled one by one from the list above:
SMILES | KLK5 inh | Cl transport mod | FXIIa inh 1536 | FXIa inh | Furin inhibitor | p97 inhibitor | Thrombin inh | PERK inh | Wee1 degr inh
O=[N+]([O-])c1cccc(C=Nc2cc3c(cc2Br)OCCO3)c1 | 51* | 1.5 | -6 | 8 | -20 | -11 | 12 | 0.1 | -4
CCOC(=O)CN1C(=O)N[C@@H](c2ccc(Br)cc2)C(C(=O)OC)=C1C | 2 | 0.075 | 7 | 2 | -25 | . | 4 | . | .

Single records, as listed above. Order of values: KLK5 inh	Cl transport mod	FXIIa inh 1536	FXIa inh	Furin inhibitor	p97 inhibitor	Thrombin inh	PERK inh	Wee1 degr inh
`O=C(O)COCC(=O)Nc1ccc2c(c1)CCC2` across the screens: 8	2.1	7	-2	-22	0	-3	-0.4	1
`CCN(Cc1ccccc1)C(=O)Cn1c(=O)n(CC(=O)NCc2ccco2)c(=O)c2sccc21` across the screens: -13	0.46	13	2	-8	-2	-2	0.0	-1
`CCOC(=O)c1cnc(-n2nc(C)cc2C)[nH]c1=O` across the screens: 0	0.16	6	1	-21	6	0	-0.8	2
